Source: PubChem BioAssay
All columns: NCI-60 one-dose screen, growth in % after 48 h at 10 µM unless noted; 100 = growth as untreated, 0 = no growth, -100 = all killed.
HL-60(TB): HL-60(TB) leukemia cells; 78,000 tested, 9% active; AID 1794776; active means growth percent below 10
An asterisk follows results filed as active; & = joins results of further samples. This is a subset, so the mix of outcomes need not match the whole.

mol | HL-60(TB)
NC1=NC(=O)C(c2ccccc2)C(=O)N1 (stereo not drawn) | 93.9
C/C(=N/OC(=O)N(C)C)c1cccs1 | 97.4
O=C(c1ccc(Cl)cc1)C(c1c[nH]c2ccccc12)c1c[nH]c2ccccc12 | -26.2*
COc1ccc(NC(=O)Nc2ccc(C(C)C)cc2)cc1 | 85.4
CCOC(=O)c1c(-c2ccc(Cl)cc2)c(C#N)c(=O)n(Cc2nc3ccccc3[nH]2)c1N | 110.7
CCCC1(CCO)C(=O)NC(=S)NC1=O | 109.9
COc1ccc(-c2c(C)c(C)cc3cc4c(cc23)OCO4)cc1 | 93.5
COC(=O)[C@@]12[C@H]3Cc4cccc5c4[C@@]1(O[C@]1(O)CC(=O)N(C3(C)C)[C@]21O)C(=O)N5C | 129.4
N#CC(CCc1ccc([N+](=O)[O-])cc1)(CCc1ccc([N+](=O)[O-])cc1)C(N)=O | 104.1
Nc1cc(N)nc(CS)n1 | 105.0
N/C(=N\O)c1ccncc1 | 102.1
S=C(Nc1ccc(Cl)c(Cl)c1)N1c2ccccc2-n2cccc2C1c1cccnc1 (stereo not drawn) | 92.5
CCCCC1C(=O)NN(c2ccccc2)C1=O (stereo not drawn) | 87.6
O=C(NCc1ccccc1)C12CC3CC(CC(C3)C1)C2 | 95.7
CCCCCCCCCCCC1N=C(N)N=C(N)N1c1cccc(Br)c1 (stereo not drawn) | -53.0*
CCOC(=O)C(CC1CCCCC1)C(C)=O (stereo not drawn) | 69.4
O=C(OCCSCCOC(=O)C1CC=CCC1)C1CC=CCC1 (stereo not drawn) | 90.0
COP(=O)(OC)C(C)(C)CC(=O)CC(C#N)(C#N)C(C#N)C#N | 102.5
Cc1cccc2cc(/C=C/C(=O)/C=C/c3ccc(Cl)cc3)c(=O)[nH]c12 | 44.2
Cc1ccc(C(=O)OCCC(C)C)cc1 | 114.0
Nc1nc(N)c2c(C(=O)Nc3ccc(CCN4CCOCC4)cc3)coc2n1 | 98.9
COc1ccc(OCC(=O)Nc2ccc(-c3nc4ccccc4s3)c(Cl)c2)cc1 | 69.1
NNC(=S)NCCN1CCOCC1 | 116.9
Cc1cccc(C)c1Nc1nnc(-c2ccc(F)cc2)o1 | 99.9
CC1=C[C@@]2(CCCO)c3cc4c(cc3CC[C@@]2(C)[C@@H]1C)[nH]c1ccccc14 | 98.7
CC(N1CCN(C)CC1)C(O)(c1ccccc1)c1ccccc1 (stereo not drawn) | 101.9
Fc1cccc(Oc2ccc(Nc3ncnc4ccc(OCCCN5CCOCC5)cc34)cc2Cl)c1 | 83.6
COc1cc(CNC(=O)/C=C/c2ccccc2)ccc1OCc1cn(-c2cccc(Cl)c2)nn1 | 102.5
Cc1cc(C)c2c(/C=C3/C(=O)NC(=S)NC3C)cc(=O)oc2c1 (stereo not drawn) | 89.5
Cc1cc(Cl)ccc1N1C(=O)c2sc3nc4scc(-c5ccc(F)cc5)c4c(=O)n3c2C1=O | 58.7
Clc1ccccc1Nc1nnc(-c2ccncc2)s1 | 79.1
O=c1c2cc(Cl)ccc2oc2ccc(OCCCCCN3CCCCC3)cc12 | 38.5
CC(CO)C1CCCCC1 (stereo not drawn) | 99.2
COc1ccc(C(=O)CSc2nnc(-c3cc(-c4ccccc4)nc4ccccc34)o2)cc1 | 111.1
O=C1CNC(c2ccccc2O)N1O (stereo not drawn) | 99.8
CCN=C1C=C/C(=C(/c2ccc(NCC)c(C)c2)c2cc(O)c(S(=O)(=O)O)cc2S(=O)(=O)O)C=C1C | 107.3
C=C1CC[C@@H]2[C@](C)(CO)[C@H](O)CC[C@@]2(C)[C@@H]1C/C(O)=C1\CCOC1=O | 95.3
CCOC(=O)N/N=C/c1cc(Cl)ccc1O | 89.1
CCOC(=O)C1=C(c2ccccc2)N=C2N(c3ccccc3)N=C(C(C)=O)N2C1c1ccc(Cl)cc1 (stereo not drawn) | 96.6
O=C(N/N=C/c1ccc(O)cc1)c1cc(-c2nc3ccccc3[nH]2)nc2ccccc12 | 89.0
O=C1/C(=C\c2ccc([N+](=O)[O-])cc2)CS(=O)(=O)C/C1=C/c1ccc([N+](=O)[O-])cc1 | -38.4*
O=C(O)c1ccccc1Cc1ccc(F)c2ccccc12 | 91.1&98.1
NC(=S)NN=C1CCCCC1 | 74.1
CC(=O)Nc1nc(C)c(C(=O)NNC(=O)Nc2ccccc2)s1 | 108.1
Cc1cnc2ccccn2c1=O | 100.8
CCCCN(C)N=Nc1ccc(C(N)=O)cc1 | 73.5
O=C(CN1CCN(CCN2C(=O)c3cccc4cccc(c34)C2=O)CC1)Nc1nc2ccccc2s1 | 83.2
Cc1ccc(/C=C/C(=O)Nc2ccc3oc(=O)ccc3c2)cc1 | 88.2
COc1cc(OC)cc(C(=O)C[n+]2ccc(/C=C/c3ccncc3)cc2)c1 | 97.9
CC(C)(C)c1cc(CNCCNCc2cc(C(C)(C)C)cc(C(C)(C)C)c2O)c(O)c(C(C)(C)C)c1 | 105.1
N#C/C(=C/C=C/c1ccccc1)S(=O)c1ccccc1 (stereo not drawn) | -16.5*
CN(C)CCc1ccc(OC(=O)c2ccc(N)cc2)cc1 | 97.5
CCOC(=O)CSc1c([N+](=O)[O-])ncn1C | 91.4
N#CC1C=CN(CC(=O)c2ccc(Cl)cc2)c2ccc3cccnc3c21 (stereo not drawn) | 80.8
Cc1ccc(S(=O)(=O)CC(=O)Nc2ccc(S(N)(=O)=O)cc2)cc1 | 104.1
CCN(CC)CCCC(C)Nc1ccc2cc(OC)ccc2n1 (stereo not drawn) | 125.6

Next compounds.
mol | HL-60(TB)
CCOC(=O)c1cc(C(=O)c2cc(OC)cc(OC)c2)n2nc(-c3ccc(Br)cc3)ccc12 | 75.7
CC1(C)OC(=O)C(c2ccsc2)C(=O)O1 | 111.5
COC(=O)[C@@H](Cc1ccc(O)cc1)NC(=O)/C=C/c1ccccc1 | 101.3
CN(C)Cc1cc(CN(C)C)c(O)c(C(=O)O)c1 | 94.9
O=[N+]([O-])c1ccccc1CSc1ncnc2nc[nH]c12 | 107.9
CNC(=O)c1cc(Oc2ccc(NC(=O)Nc3ccc(Cl)c(OC(C)C)c3)c(F)c2)ccn1 | 59.6
CCCCCCCCn1cc2c(Nc3cccc(Br)c3)ncnc2n1 | 98.3
COc1ccc(-c2nnc(-c3c(-c4ccc(OC)cc4)nc4ncccn34)o2)cc1 | 97.1
COc1cc(NC(=O)c2cccc(-c3cc(=O)c4c(O)c(OC)c(OC)cc4o3)c2)cc(OC)c1OC | 78.0
O=C1NCCN1/N=C/c1c(Cl)nc2n1CCS2 | 72.2
Cn1cc(-c2csc(-c3cn(CCN4CCOCC4)c4ccc(F)cc34)n2)c2cccnc21 | 1.0*
CCCCn1c(N)c(N(CC)C(=O)COc2ccc(C)c(C)c2)c(=O)[nH]c1=O | 124.4
O=S(=O)(Nc1ccc(Cl)cc1Cl)c1ccc(-c2cnc(C3CC3)o2)cc1 | -0.1*
COc1ccc(C(=O)c2cc(OC)c(OC)c(OC)c2)cc1/C=C/C(=O)c1ccc2c(c1)OCO2 | 27.5
CC1=C(CCN2CCCCC2)C(=O)N2N=C(c3ccccc3)OC2N1 (stereo not drawn) | 103.7
CC12C=CC(=O)C=C1CC(O)C1C2CCC2(C)C1CCC2(C)O (stereo not drawn) | 103.2
O=c1[nH]c2c([nH]1)c1c3ccccc3[nH]c1c1c3ccccc3[nH]c21 | 97.5
C=C1C(=O)O[C@H]2[C@H]1CC/C(Cn1cc(-c3ccsc3)nn1)=C\CC[C@@]1(C)O[C@@H]21 | -23.5*
CCCCCCCC(=O)OCC(=O)[C@]1(O)Cc2c(O)c3c(c(O)c2[C@@H](OC2CC(N)C(O)C(C)O2)C1)C(=O)c1c(OC)cccc1C3=O (stereo partly drawn) | -92.4*
Cc1ccccc1C1OC2=C(Nc3ccc([N+](=O)[O-])cc3N2)C1=O (stereo not drawn) | 77.3
COc1ccc(C(=O)NNC(=O)c2ccc3ccccc3c2)cc1 | 81.4
Fc1ccc(N2CC(Cn3c(C(F)(F)F)cc4c(Cl)ncnc43)C2)c(F)c1 | -40.3*
NC(=O)C(=O)NCCCCC(=O)Nc1ccccc1 | 104.2
O=C1OCC2=C1C(c1cccc(Br)c1)c1cc3c(cc1N2CCO)CCC3 (stereo not drawn) | -25.5*
CCOC(=O)c1[nH]c(C)cc1C | 88.5
O=C(O)/C=C\C(=O)Nc1ccc2c(c1)Cc1cc(Cl)ccc1-2 | 103.8
O=C(NCCN1CCN(C(=O)Nc2ccccc2Cl)CC1)Nc1ccccc1Cl | 110.5
CCCCN(N=O)C(C)=O | 106.8
Nc1ccc(I)cc1Cl | 98.9
CC(=O)O[C@H]1CC[C@]2(C)[C@H]3CC=C4[C@@H]5[C@@H](C)[C@H](C)CC[C@]5(C(=O)NC(COC(=O)C(Cl)Cl)(COC(=O)C(Cl)Cl)COC(=O)C(Cl)Cl)CC[C@@]4(C)[C@]3(C)CC[C@H]2C1(C)C | 37.8
O=C(O)CSc1ccc2c3c(cccc13)C(=O)c1ccccc1-2 | 62.5
COc1ccc(-c2cc(-c3cc(C(C)C)c(O)cc3C)nn2-c2ccc(S(N)(=O)=O)cc2)cc1 | 9.5*
O=C(Nc1ccc(Cl)cc1)c1cc2c(cc1O)[nH]c1ccccc12 | -24.5*
COc1ccccc1C(=O)Nc1cccc(-c2cc(=O)c3c(OC)c(OC)c(OC)cc3o2)c1 | 57.7
O=C(CSc1nc2c(n1Nc1ccccc1)-c1ccccc1SC2)Nc1nc(-c2ccc(Cl)cc2)cs1 | 104.0
COC(=O)c1ccccc1NCCO | 91.2
COc1ccc(Oc2c(OC)cc(NCc3ccc(CN)cc3)c3ncccc23)cc1 | 88.2
CCn1cc2c(cc1=O)-c1nc3ccccc3c3ccnc(c13)C2=O | 93.9
CCOC(=O)c1sc(/N=C2\C(=O)Nc3ccc([N+](=O)[O-])cc32)nc1C | 86.6
Cn1cc(C(=O)c2nc(-c3c[nH]c4ccc(Br)cc34)no2)c2cc(F)ccc21 | 94.7
O=C(Nc1ccc(-c2ccc3c(c2)NC(=O)/C3=C\c2ccc[nH]2)cc1)Nc1ccc(Cl)c(C(F)(F)F)c1 | 4.8*
Cc1cc(Nc2nc(C(N)=O)nc3ccccc23)n[nH]1 | 106.0
O=C(CCl)Nc1nccs1 | 34.8
COC(=O)C(Cc1cnc[nH]1)NC(=O)CCCn1c(C)c(C)c2c1N=C(SC)N1CC(=O)N=C21 (stereo not drawn) | 92.1
COC(=O)[C@]12CCC(C)(C)C[C@H]1[C@H]1C(=O)C[C@@H]3[C@@]4(C)CC[C@H](OC(C)=O)C(C)(C)[C@@H]4CC[C@@]3(C)[C@]1(C)CC2 | 77.3
COc1ccc2c(c1)c(-c1nc(-c3cn(C)c4ncccc34)cs1)cn2CCCCN1CCOCC1 | 24.7
COc1cc(/C=C/C(=O)c2ccccc2O)ccc1OCCCOc1cc2c(cc1OC)C(=O)N1CCC[C@H]1C=N2 | -27.4*
O=S(=O)(Nc1ccc(OC(F)F)cc1)c1ccc(-c2cnc(C3CC3)o2)cc1 | 64.7
CN(N)c1ccc([N+](=O)[O-])cc1[N+](=O)[O-] | 89.8
CCOP(=O)(OCC)C(O)c1ccc(Cl)cc1Cl (stereo not drawn) | 115.6
Cc1[nH]c(/C=C/C(=O)c2ccc(C(F)(F)F)c(F)c2)c(C)c1C(=O)N1CCCC1 | 90.4&99.2
Cc1ccc(C(C)C)c(O)c1C(=O)O | 81.9
N#Cc1c(NC(=O)c2ccco2)[n+]([O-])c2ccc(Cl)cc2[n+]1[O-] | 110.2
O=C(CSc1nnc(Nc2ccccc2)s1)NCCc1ccc(F)cc1 | 110.4
Cc1[nH]c(C(=O)Nc2ccccc2OCc2cccc(C(=O)NCCN)c2)cc1F | 93.8
COC(=O)[C@H](O)[C@H]1C(C)(C)[C@H](OC(C)=O)C2CC3=C4CC(=O)O[C@@H](c5ccoc5)[C@]4(C)CC[C@@H]3[C@@]1(C)C2=O | 106.9

Grouped by structure, those above containing two or more sulfur atoms
mol | HL-60(TB)
Cc1cc(Cl)ccc1N1C(=O)c2sc3nc4scc(-c5ccc(F)cc5)c4c(=O)n3c2C1=O | 58.7
CCN=C1C=C/C(=C(/c2ccc(NCC)c(C)c2)c2cc(O)c(S(=O)(=O)O)cc2S(=O)(=O)O)C=C1C | 107.3
Cc1ccc(S(=O)(=O)CC(=O)Nc2ccc(S(N)(=O)=O)cc2)cc1 | 104.1
O=C(CSc1nc2c(n1Nc1ccccc1)-c1ccccc1SC2)Nc1nc(-c2ccc(Cl)cc2)cs1 | 104.0
O=C(CSc1nnc(Nc2ccccc2)s1)NCCc1ccc(F)cc1 | 110.4

Continued.
mol | HL-60(TB)
COc1ccc2oc(=O)cc(-c3nc(-c4ccccc4)c(-c4ccccc4)n3-c3ccc(C(=O)O)cc3)c2c1 | 51.4
Cc1c2c(nn1C(=O)c1nn(-c3ccc(Cl)cc3)cc1O)-c1ccccc1CC2 | -43.4*
Cc1c(C)c(Br)c(Br)c(Br)c1Br | 91.2
O=C(O)COc1cccc(C(=O)/C=C/c2ccco2)c1 | 104.0
Cc1cnc(SCc2ccc(Cl)cc2Cl)nc1Nc1ccc(Cl)c(Cl)c1 | 81.0
ON=C(c1ccccc1)c1ccccc1 | 98.1
CC(=O)[C@H]1CC[C@H]2[C@@H]3CC[C@H]4CC(=O)CC[C@]4(C)[C@H]3[C@H](O)C[C@]12C | 112.2
ClC1[C@H](c2c[nH]c3ccccc23)c2c([nH]c3ccccc23)[C@H]1c1c[nH]c2ccccc12 (stereo partly drawn) | 96.5
c1ccc(CNc2ncnc3ccc(-c4cnc5[nH]ncc5c4)cc23)cc1 | 63.8
c1ccc(C(CN2CCOCC2)c2ccccc2)cc1 | 60.3
COC(=O)c1ccc(-c2ccc(/C=N/NC(=O)c3[nH]c4ccc(Br)cc4c3-c3ccccc3)o2)cc1O | 88.6
